# CHX counter = Cycloheximide Counterscreen for Small Molecule Inhibitors of Shiga Toxin | AID 2314, 2010 | max response, % | hit rate 12% among 300,000 | cell reporter, cycloheximide protein synthesis inhibition counterscreen; in the data active means max response mostly above about 13%, no sharp cut-off; inactive means mostly below about 14%; further: read at 38.3 µM for the half of the compounds with a filed dose; 0% is about no effect
# Pf growth 96h = Primary qHTS for delayed death inhibitors of the malarial parasite plastid, 96 hour incubation; P. falciparum luciferase reporter growth, 96 h; Potency, µM (titrated, usually from 28.7 µM), for the others: at the highest dose activity change, negative = inhibition, most hits filed as inhibitors; hit rate 6.9% among 320,000; further: potency means the concentration at half of the fitted maximal effect; on the % scale 0 is the no-effect control and ±100 the full control effect
#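 Two parasite generations (96 h, 37 C, 5% CO2) of compound exposure in infected erythrocytes (0.05% parasitemia, 2% hematocrit). Luciferase-reporter P. falciparum; decreased luminescence indicates inhibited growth, aimed at apicoplast-acting delayed death.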
# Shiga inhibitor = A qHTS for Small Molecule Inhibitors of Shiga Toxin; Vero cells, Shiga toxin protein synthesis inhibition reporter; inhibition, % at 38.7 µM; hit rate 9.2% among 290,000; in the data active means inhibition mostly above about 28%, no sharp cut-off; inactive means mostly below about 43%; further: 0% is about no effect
# Pf growth 48h = Primary qHTS for delayed death inhibitors of the malarial parasite plastid, 48 hour incubation | hit rate 5.9% among 310,000 | P. falciparum luciferase growth in erythrocytes, 48 h | Potency, µM (doses to about 28.7 µM), for inactives: at the highest dose activity change, negative = inhibition, actives largely listed as inhibitors | AID 504832, 2011; further: potency means the concentration at half of the fitted maximal effect; on the % scale 0 is the no-effect control and ±100 the full control effect
#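 Here the parasites carry a stable luciferase gene and grow inside erythrocytes in Albumax-based RPMI medium with compound for one erythrocytic cycle. Activity is scored as loss of luminescent signal.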
# Giardia FBPA inh = qHTS Assay for Inhibitors of Fructose-1,6-bisphosphate Aldolase from Giardia Lamblia; purified Giardia FBPA; hit rate 0.71% among 290,000; Potency, µM (titrated, usually from 59.6 µM), without a hit: at the top dose activity, negative = inhibition, actives largely listed as inhibitors; further: potency means the concentration at half of the fitted maximal effect; on the % scale 0 is the no-effect control and ±100 the full control effect; nearly all actives have a fitted effect of over 55% in size
# Target sequence (A8B2U2 whole entry, looked up): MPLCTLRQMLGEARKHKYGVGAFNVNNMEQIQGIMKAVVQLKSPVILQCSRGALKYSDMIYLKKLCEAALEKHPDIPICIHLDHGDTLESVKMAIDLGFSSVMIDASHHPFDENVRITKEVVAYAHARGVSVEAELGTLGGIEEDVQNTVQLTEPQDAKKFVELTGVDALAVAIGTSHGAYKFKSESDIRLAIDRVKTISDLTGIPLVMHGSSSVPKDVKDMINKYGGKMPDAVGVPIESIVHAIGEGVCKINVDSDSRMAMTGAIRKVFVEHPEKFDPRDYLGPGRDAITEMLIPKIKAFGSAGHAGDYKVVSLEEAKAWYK
#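 40 nM FBPA preincubated 10 min at RT with compound (up to 57.5 uM final), then substrate plus GAPDH/TPI/NAD/arsenate coupling and diaphorase/resazurin added. Fluorescence read after 20 min at RT, 525/598 nm.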
# HCV inh = qHTS Assay for Inhibitors of Hepatitis C Virus (HCV); Huh7.5.1 HCVcc-Cre infection, luciferase reporter, 44 h; Potency, µM (titrated, usually from 41.8 µM), for the others: at the top dose activity change, negative = inhibition, actives largely listed as inhibitors; hit rate 3.4% among 340,000; further: potency means the concentration at half of the fitted maximal effect; on the % scale 0 is the no-effect control and ±100 the full control effect
#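 After 44 h co-culture of compound, cells and HCVcc-Cre (~0.5 moi), substrate is added for 15 min at room temperature and luciferase measured over 15 sec. Cells were seeded at 1,000/well and pre-cultured 4 h.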
# * marks the source's active call; other numbers are inactive results; ? = inconclusive; · = no result given; & = joins results of further samples; [ ] = dose if it differs, or a comment. Unless noted, the call rests on the fitted dose curve; in most records, active means well fitted curve in the direction sought with a large enough effect; inconclusive means small, poorly fitted or top-dose-only effect, or another doubt; inactive means no such curve, though single readings can be large; an effect the other way counts as inactive or inconclusive.
structure	CHX counter	Pf growth 96h	Shiga inhibitor	Pf growth 48h	Giardia FBPA inh	HCV inh
Cc1nn(-c2ccccc2)c2sc(C(=O)NC3CCCCC3)cc12	5	5%	18	?	-11%	2.5µM*
Cc1c(NS(=O)(=O)c2ccc(N)cc2)c(=O)n(-c2ccccc2)n1C	-3	?	-12	?	4%	-5%
O=C1NCCN1C(=O)c1cccc(Cl)c1	0	49%[activator]	-6	12%	7%	-1%
CCOC(=O)N1CCC(Nc2ccc3nnc(-c4ccccc4)n3n2)CC1	-3	-3%	-8	·	0%	14µM*
COc1ccc(N2CCN(C(=O)COC(=O)CCOc3ccc(C)cc3)CC2)cc1	·	9%	·	16%	·	11%
O=C(CN1CCSC1=O)Nc1ccc(N2CCOCC2)cc1	·	46%[activator]	·	81%[activator]	·	16%
CC(C)(C)c1ccc(/C=N/NC(=O)C(=O)NCCCN2CCOCC2)cc1	-1	-10%	25	8%	-6%	11%
CC(O)c1cccc(NC(=O)Cc2cccc3ccccc23)c1 (configuration not stated)	-1	0%	0	0%	-1%	·
CCOC(=O)N1CCC(N(CCN(C)C)C(=S)Nc2ccccc2OCC)CC1	3	·	2	-2%	?	16%
O=C(CSCc1c(Cl)cccc1Cl)NCc1cccnc1	-4	0%	-12	-2%	-2%	14%
CCOc1ccc(CN(C)CC(=O)Nc2ccc(N3CCOCC3)cc2)cc1OC	4	9%	-6	-10%	7%	24%
CCOCCCn1c(SCC(=O)N2CCOCC2)nc2ccccc2c1=O	-2	?	-14	10%	2%	-13%
CC(SCc1ccccc1)C(=O)Nc1ccccc1F (configuration not stated)	15	0.93µM*	3	33%[activator]	5%	10%
COCCCN1C(=O)c2ccc(C(=O)OCC(=O)NCc3cccc(OC)c3)cc2C1=O	·	-6%	·	13%	·	17%
Cc1ccc(NC(=O)Cn2c(=O)n(CCCCC(=O)NCc3ccco3)c(=O)c3ccccc32)cc1	2	6%	8	·	3%	-19%
CCOc1ccccc1C1C(C(N)=O)=C(C)Nc2nc(-c3cccc(C)c3)nn21 (configuration not stated)	-5	·	-13	?	1%	-3%
CC(=O)Nc1ccc(Nc2ccc(N3C(=O)CCCC3=O)cc2[N+](=O)[O-])cc1	6	0%	20	18%	2%	15%
CCn1c(C)cc2c(c1=O)C(c1ccccc1Br)C(C#N)=C(N)O2 (configuration not stated)	1	-1%[5.75 µM]	-5	8%	-17%	-4%
CN1CCC(Oc2ccccc2Sc2ccc(C(F)(F)F)cc2)CC1	-7	?	-17	?	-27%	11µM*
O=C(Nc1ccc(OC(F)(F)F)cc1)C1CCCN(C(=O)c2ccc(Cl)cc2)C1 (configuration not stated)	·	?	·	?	·	7.9µM*
O=C(C1CCC(=O)N(C2CC2)C1)N1CCN(c2cccc(Cl)c2)CC1 (configuration not stated)	-3	?	-6	-1%	·	·
O=C(CN1CCN(c2ccc(C(F)(F)F)cn2)CC1)Nc1ccc2c(c1)OCO2	15	1%	6	19%	5%	?
CCCN1CCN(C(=O)c2nn(-c3ccc(OC)cc3)c(=O)c3c2c2ccccc2n3C)CC1	-8	?	-8	13%	1%	9%
COCCn1c(=O)[nH]c2cc(C(=O)Nc3cc(C)cc(C)c3)ccc2c1=O	-4	-6%	-4	?	15%	?
COc1cc(/C=C/c2ccc3cccc(O)c3n2)cc(OC)c1OC	33*	-9%	63*	?	9%	?
Cc1c2c(c(C)n1C)C(C(=O)NC1CCCCC1)N(Cc1ccccc1)C2=O (configuration not stated)	4	?	-3	-15%	2%	15%
S=C(NCc1ccccn1)Nc1ccc(Cl)cc1Cl	45*	0%	43	-19%	-12%	-6%
O=C(Nc1ccc(Br)c2cccnc12)c1ccc(Cn2cc(Cl)cn2)o1	-3	·	-6	5%	-3%	1%
O=C(c1ccccn1)N1CCN(c2ccc(C(F)(F)F)cn2)CC1	-4	-5%	-2	5%	-2%	30%
COC(=O)C(C(=O)OC)C(C[N+](=O)[O-])c1ccc(OC)c(OC)c1 (configuration not stated)	-4	12%	-8	-2%	5%	11%
CCCCN(C(=O)c1ccc(C)o1)c1c(N)n(CC(C)C)c(=O)[nH]c1=O	·	18%	·	-1%	·	3%
O=C(CCc1ccccc1)Nc1ccnn1C1CCN(C/C=C/c2ccccc2)CC1	-1	3%	-6	-17%	1%	-21%
COc1ccccc1NC(=O)C(C)OC(=O)CCCN=C1NS(=O)(=O)c2ccccc21 (configuration not stated)	·	30%	·	17%	·	36%[activator]
CC(=O)Nc1ccc(OCCCNC(=O)c2c(-c3ccccc3)noc2C)cc1	-2	6%	-12	-9%	2%	?
O=C(NCCc1ccccc1)c1cccnc1	37*	187%[activator]	63*	·	1%	10%
COc1cccc(C(=O)NC(=S)Nc2ccc3oc(=O)ccc3c2)c1	-1	11%	1	23%	?	-7%
O=C(c1ccc(Cl)c(S(=O)(=O)N2CCOCC2)c1)N1CCCC1	-6	3%	-4	5%	7%	6%
O=NN1CCN(c2ccncc2S(=O)(=O)N2CCCCC2)CC1	0	-22%	6	-6%	4%	38%[activator]
Cc1ccc(CSCC(=O)N(C)CC(=O)Nc2ccc(C)cc2)cc1	·	?	·	?	·	-33%
NC(=O)c1ncn([C@@H]2O[C@H](CO)[C@@H](O)[C@H]2O)c1N	-3	·	-16	·	-4%	·
O=c1[nH]c(=S)[nH]c(O)c1N=Nc1ccc(-c2ccccc2)cc1[N+](=O)[O-]	17*	235%[activator]	58*	27%	-3%	·
O=C(/C=C/c1ccco1)Oc1cccc2cccnc12	12	5.9µM*	11	5.2µM*	-25%	?
Cc1cccc(-n2cnc(C(=O)N3CCN(C)CC3)c2)n1	7	42%[activator]	10	27%	0%	31%[activator]
O=C(NCc1ccc2c(c1)OCO2)c1cc(-c2ccccc2)on1	2	·	4	2%	3%	9%
CCC(C(=O)NC(C)(C)C)N(C(=O)Cn1nnc(-c2cccs2)n1)c1cnc2ccccc2c1 (configuration not stated)	0	2%	-12	?	-2%	1%
COC(=O)c1ccc(-n2nnnc2SCc2nn[nH]n2)cc1	-2	-6%	-5	3%	-22%	1%
Cc1ccc(S(=O)(=O)N/N=C/c2cccc3c2OCCO3)cc1	6	2.1µM*	-7	1%	-4%	7%
Cc1cccc(C)c1NC(=O)CSc1nnc([C@@H]2CCCN2C(=O)OC(C)(C)C)o1	0	-10%	23	-5%	-2%	19%
Cc1ccc(C(=O)N2CCN(Cc3ccccc3)CC2)cc1S(=O)(=O)N1CCOCC1	·	?	·	-16%	·	-6%
Cc1ccc2c(c1)Oc1ccccc1C=C2C(=O)O	-2	0%	-11	53%[activator]	-5%	0%

# Continuation:
structure	CHX counter	Pf growth 96h	Shiga inhibitor	Pf growth 48h	Giardia FBPA inh	HCV inh
COc1ccc(CNC(=O)OCCN2CCN(S(=O)(=O)c3ccc(C)cc3)CCC2=O)cc1	-2	?	-8	0%	-4%	-2%
COc1ccc(Nc2nc3ccccc3n3cnnc23)cc1Cl	35*	?	34	·	8%	?
CCCc1nc2ccccc2c(=O)n1CCc1ccccc1	-2	?	·	33%	12%	?
CN(c1ccccc1)S(=O)(=O)c1ccc(NC(=O)c2nc(S(C)(=O)=O)ncc2Cl)cc1	-18	0%	-23	17%	·	10µM*
COCCNC(=O)C(=O)Nc1cccc(Br)c1	23*	88%[activator]	40	·	0%	-7%
Cc1ccc2nc(C(F)(F)F)c(C#N)c(N)c2c1	-1	?	1	12%	-5%	25µM*
CCc1nc(C)cn1S(=O)(=O)c1cc(Br)ccc1OC	-5	23%	-16	?	-9%	0%
COc1cc2cc(CN(Cc3cccnc3)C(=O)Nc3ccccc3F)c(=O)[nH]c2cc1OC	-1	22%	13	7.4µM*	5%	-9%
CC(=O)c1cccc(CN2CCC(n3nccc3NC(=O)c3ccc4c(c3)OCO4)CC2)c1	-4	-19%	-6	0%	·	·
CC1CCN(C2=NC(=O)/C(=C/c3cccc(O)c3)S2)CC1	6	37%[activator]	21	-18%[0.00184 µM]	0%	17%
C[C@@H]1C(=O)O[C@H]2[C@H]1CC[C@@]1(C)C(=O)C=C[C@@](C)(O)[C@H]21	-1	?	-4	39%[activator]	5%	10%
CC(=O)Nc1ccc(SCC(c2ccccc2)N2CCN(CCc3ccccc3)CCC2=O)cc1 (configuration not stated)	26	·	34	·	4%	·
O=C(c1ccc(COc2ccccc2Br)o1)N1CCN(c2ccccn2)CC1	2	74%[activator]	-12	10%	4%	-23%
NCCCC[C@@H]1NC(=O)c2cc([N+](=O)[O-])cc(F)c2NCCCC[C@@H](C(N)=O)NC(=O)[C@H](CCC(N)=O)NC1=O	-3	-9%	-17	23%	6%	6%
Cc1ccc(S(=O)(=O)Nc2nc(C)c(C(=O)NN)s2)cc1	20*	0%	54*	51%[activator]	11%	13%
Cc1cc(C)c(C#N)c(SCc2nnc(-c3ccccc3[N+](=O)[O-])o2)n1	47*	?	70*	1%	-3%	?
COc1ccc(C2C(C(=O)N3CCCC3)c3cc(OC)c(OC)cc3C(=O)N2C)cc1OC (configuration not stated)	-2	-9%	-8	13%	-1%	-8%&19%
c1ccc(OCCCCn2cnc3ccccc32)cc1	6	-25%	14	-9%	-1%	?
CN(/N=C/C=C/c1ccccc1)c1cc(=O)n(C)c(=O)[nH]1	5	?	12	-5%	?	15%
COc1cc2c(c(OC)c1)C(c1ccncc1)CC(=O)N2 (configuration not stated)	-1	11%	-5	0%	-6%	-22%
c1ccc(CN2CCC3(CCCc4ccccc43)CC2)cc1	·	?	·	?	1%	?
O=C(O)/C(=C\c1ccc(C(F)(F)F)cc1)c1ccc(S(=O)(=O)N2CCCC2)s1	·	5%	·	-21%	·	7%
CCOC(=O)C1CCN(S(=O)(=O)c2ccc(CC)cc2)CC1	4	1%	-2	20%	1%	29%
CCN1/C(=C\C=C2\C(=O)N(C)C(=S)N2C)Sc2ccccc21	28*	?	63*	17%	-6%	-4%
COc1ccc(Nc2ncc3c(n2)CC(c2ccc(OC)cc2)CC3=O)cc1 (configuration not stated)	-2	9.3µM*	4	?	-3%	?
COc1cccc(C(=O)Nc2cccc(-c3ccc4nncn4n3)c2)c1OC	3	?	33	-10%	2%	-13%
CCOc1ccc(N=Cc2c(C)[nH]n(-c3nc4ccccc4[nH]3)c2=O)cc1	1	23%	-27	11%	-4%	16%
Cc1ccc(NC(=O)COC(=O)CN2C(=O)NC3(CCCC3)C2=O)cc1F	·	-6%	·	-10%	·	-4%
CC[C@@H]1C=C(C)C[C@H](C)C[C@H](OC)[C@H]2O[C@@](O)(C(=O)C(=O)N3CCCC[C@H]3C(=O)O[C@H](/C(C)=C/[C@@H]3CC[C@@H](O)[C@H](OC)C3)[C@H](C)[C@@H](O)CC1=O)[C@H](C)C[C@@H]2OC	-3	2.6µM*	15	2.3µM*	1%	1%[8.37 µM]
Cc1ccc(S(=O)(=O)NCc2ccccc2)cc1C(=O)NC1CCCCC1	-1	98%[activator]	28	-17%	9%	-6%
CCOc1ccccc1N(CC(=O)NC1CCCCC1)C(=O)CCC(=O)Nc1cc(C)ccn1	-3	?	2	13%	-8%	10%

# Bioassay records as filed in PubChem BioAssay.
